# yeast bub3 = NCI yeast anticancer drug screen, S. cerevisiae bub3 mutant strain; actives 9.9% (n = 78,000); % growth inhibition at 50 µM;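 note: 0% = growth of vehicle-only cultures of the same strain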
#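 Part of a panel of yeast mutants defective in DNA damage repair or cell cycle regulation. Each strain is grown with compound, and inhibition is calculated relative to solvent-treated cultures.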
# yeast sgs1 mgt1 = NCI yeast anticancer drug screen, S. cerevisiae sgs1 mgt1 strain | % growth inhibition at 50 µM | actives 10% (n = 78,000);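 note: 0% = growth of vehicle-only cultures of the same strain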
#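 Yeast cells carrying a defined DNA-repair defect were exposed to test compounds. Growth inhibition was measured relative to vehicle-treated controls.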
# cln2 rad14 = NCI yeast anticancer drug screen, S. cerevisiae cln2 rad14 strain | actives 8.3% (n = 78,000) | AID 165, 2004 | growth inhibition, % at 50 µM;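 note: 0% = growth of vehicle-only cultures of the same strain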
#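 Strain: cln2 rad14 yeast, altered in cell cycle control and DNA damage repair. Read-out: growth inhibition vs vehicle.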
# rad50 = NCI yeast anticancer drug screen, S. cerevisiae rad50 strain. actives 10% (n = 79,000). AID 155, 2004. growth inhibition, % at 50 µM;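 note: 0% = growth of vehicle-only cultures of the same strain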
#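 DNA repair mutant yeast, compound exposure, growth read-out; inhibition is taken relative to vehicle.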
# mlh1 rad18 = NCI yeast anticancer drug screen, S. cerevisiae mlh1 rad18 strain; growth inhibition, % at 50 µM; AID 175, 2004; actives 11% (n = 79,000);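 note: 0% = growth of vehicle-only cultures of the same strain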
#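 A repair-deficient yeast strain is exposed to test compound, and growth is scored relative to vehicle-treated controls.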
# yeast mec2-1 = NCI yeast anticancer drug screen, S. cerevisiae mec2-1 strain | % growth inhibition at 50 µM | actives 9% (n = 79,000);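 note: 0% = growth of vehicle-only cultures of the same strain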
#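 Each compound was tested on mec2-1 yeast, a strain altered in DNA damage repair or cell cycle control. Growth inhibition is reported relative to vehicle.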
# * marks the source's active call; other numbers are inactive results; nt = not tested or not shown; & = joins results of further samples. Cut-off read from the data, not from the text of the source: active = growth inhibition above about 70%; inactive = the rest.
SMILES,yeast bub3,yeast sgs1 mgt1,cln2 rad14,rad50,mlh1 rad18,yeast mec2-1
O=c1[nH]cnc2oc(-c3ccccc3)nc12,-16,-6,-41,0,5,-1
C/C(CC(O)(C(F)(F)Cl)C(F)(F)Cl)=N\NC(N)=S,-1,0,20,30,25,-3
O=C1CN(c2ccccc2)C(=O)CN1NCNN1CC(=O)N(c2ccccc2)CC1=O,-10,-2,4,-27,-5,2
CCOC(=O)NCNC(=O)OCC,3,-5,-8,1,1,0
CS(=O)(=O)OC1COCC1OS(C)(=O)=O (centres undefined),-5,9,-1,8,-6,6
CC(=O)OCC(=O)COC(C)=O,-2,-8,8,-5,-9,-6
O=[N+]([O-])/C=C/c1cc2ccccc2[nH]1,100*,99*,97*,100*,99*,99*
CC(C)COC(=O)CS(=O)(=O)O,34,19,-5,4,-3,21
CC1SC(=S)N(c2ccc(Cl)cc2)C1=O (centres undefined),85*,46,-108,71*,72*,81*
OC1(c2ccc(CCc3ccc(C4(O)C(c5ccccc5)=C(c5ccccc5)C(c5ccccc5)=C4c4ccccc4)cc3)cc2)C(c2ccccc2)=C(c2ccccc2)C(c2ccccc2)=C1c1ccccc1,-1,-16,-10,8,41,22
O=c1oc2c(ccc3ccccc32)c(O)c1-c1cccc2ccccc12,98*,100*,99*,99*,99*,100*
CC1Cc2ccc3c(c2C(c2ccc4c(c2)OCO4)C1C)OCO3 (centres undefined),-3,-5,-5,-4,9,-15
COc1cccc(C2c3cc4c(cc3OC(C)(N3CCCC3)C2C)OCO4)c1 (centres undefined),0,-33,-9,-35,-17,-77
CCOC(=O)CCCCCC(C(=O)OCC)c1nc2ccccc2[nH]c1=O (centres undefined),11,11,-5,-14,9,0
Clc1cnnc(Cl)c1N/N=C/c1ccco1,-7,13,-43,12,-8,0
CCc1ccc(/C(C#N)=C/C=C/c2ccccc2)cc1,38,21,-3,9,15,-12
O=c1ccc2ccc(OP(=O)(O)O)cc2o1,-35,11,14,-12,20,-15
CCOC(=O)CC(C#N)C(C)C(=O)OCC (centres undefined),1,0,6,2,0,1
COc1cc(C(C)O)c[n+](Cc2ccccc2)c1 (centres undefined),-19,-16,4,-32,-19,-7
C[C@]12CC[C@H]3[C@@H](CCC4=CC(=O)CC[C@@]43C)[C@@H]1CC[C@@H]2C(=O)C=O,41,71*,39,67,56,53
Oc1ccc(-c2nnc(-c3ccc(O)cc3)nn2)cc1,23,21,17,11,11,17
O=C(O)C(=O)Cc1c[nH]c2ccccc12,-11,29,7,1,-4,-8
COC(=O)c1nc(=S)[nH]c(C(=O)OC)c1C(=O)c1ccccc1O,29,14,3,22,30,12
CCC1(O)c2ccccc2C(O)(CC)c2ccccc21 (centres undefined),97*,23,97*,74*,98*,90*
CC(=O)c1ccc(N2C(=O)CC(NC3CCCCC3)C2=O)cc1 (centres undefined),2,9,-2,-7,-17,7

# Looked up above:
# In mlh1 rad18, CC(C)COC(=O)CS(=O)(=O)O shows -3
# In yeast sgs1 mgt1, COc1cccc(C2c3cc4c(cc3OC(C)(N3CCCC3)C2C)OCO4)c1 (centres undefined) shows -33
# In yeast mec2-1, Oc1ccc(-c2nnc(-c3ccc(O)cc3)nn2)cc1 shows 17
# In cln2 rad14, O=c1oc2c(ccc3ccccc32)c(O)c1-c1cccc2ccccc12 shows 99*
# In yeast sgs1 mgt1, O=C(O)C(=O)Cc1c[nH]c2ccccc12 shows 29
# In yeast sgs1 mgt1, CCc1ccc(/C(C#N)=C/C=C/c2ccccc2)cc1 shows 21

# Given as labelled records: entries from further up
> O=c1oc2c(ccc3ccccc32)c(O)c1-c1cccc2ccccc12
  yeast bub3 = 98*	yeast sgs1 mgt1 = 100*	cln2 rad14 = 99*	rad50 = 99*	mlh1 rad18 = 99*	yeast mec2-1 = 100*
> CC1Cc2ccc3c(c2C(c2ccc4c(c2)OCO4)C1C)OCO3 (centres undefined)
  yeast bub3 = -3	yeast sgs1 mgt1 = -5	cln2 rad14 = -5	rad50 = -4	mlh1 rad18 = 9	yeast mec2-1 = -15
> COc1cccc(C2c3cc4c(cc3OC(C)(N3CCCC3)C2C)OCO4)c1 (centres undefined)
  yeast bub3 = 0	yeast sgs1 mgt1 = -33	cln2 rad14 = -9	rad50 = -35	mlh1 rad18 = -17	yeast mec2-1 = -77

# Next compounds:
SMILES,yeast bub3,yeast sgs1 mgt1,cln2 rad14,rad50,mlh1 rad18,yeast mec2-1
CC1CCCC2C(=O)OC(=O)C12 (centres undefined),-21,-13,-61,-5,-11,-10
O=c1cc(-c2ccccc2)nc2cc(-c3ccco3)[nH]n12,-3,-6,8,-8,-4,-15
CCOC(=O)CS,21,-16,6,11,23,-6
Nc1ccc2c(c1)C(=O)CCCC2,1,-2,-10,2,14,-9
CC1(O)CC(C(F)(F)F)(C(F)(F)F)OC1=O (centres undefined),-2,-8,-29,-21,-14,-43
OC(C1COCO1)C1OCOC1C1COCO1 (centres undefined),-11,3,4,22,6,9
CCCCCCCCCCCCCCCC(=O)OCC(O)CO (centres undefined),-11,-6,-167,-28,1,0
O=c1cc(-c2ccc(Cl)cc2)oc(-c2ccc(Cl)cc2)c1,1,4,-36,6,3,-8
COc1ccc2c3c([nH]c2c1N)C(C)NCC3 (centres undefined),-18,4,13,-11,0,-19
COC(=O)C1(C)CCCC2(C)c3cc(OC)ccc3C(=O)C(Cl)C12 (centres undefined),26,6,-14,8,6,0
O=C1Nc2ccccc2NC1C1OC(c2ccccc2)=CC1=O (centres undefined),46,61,13,-1,-36,-16
N#Cc1c(O)c(-c2ccccc2)c(=O)n2c1[nH]c1ccccc12,3,-14,15,-12,-12,-10
CCOC(=O)C1C2CCCC(=O)C21 (centres undefined),12,4,-57,9,3,-4
COC(=O)c1nc(=S)[nH]c(C(=O)OC)c1C(=O)c1ccc(O)c(OC)c1,84*,98*,47,98*,96*,78*
C/C=C/C1OCCC(C)O1 (centres undefined),5,9,21,41,11,-12
COC(=O)C1C(=O)C=C(C)C(C(=O)OC)C1c1ccccc1 (centres undefined),12,6,-6,8,0,-4
COc1ccc(C2=C(N)c3cc(OC)ccc3C2=O)cc1,32,33,0,41,-25,12
O=C(O)COc1ccc(F)cc1F,1,2,-31,-22,-16,-3
CN(C)C=Nc1c2c(nc3ccccc13)CCCC2,19,-9,7,-35,18,-16
COC(=O)c1ccccc1CC(Cc1ccccc1)C(=O)OC (centres undefined),28,9,-35,-11,-4,3
CCOC(=O)c1c(N)sc2c1CCN(C)C2,nt,nt,nt,25,22,2
CN1CCCCC1c1cc2c3ccccc3ccn2c1-c1ccccc1 (centres undefined),98*,99*,95*,96*,98*,98*
COc1ccc(C2(c3ccc(OC)cc3)ON(C(c3ccccc3)c3ccccc3)C2=O)cc1,3,9,-3,22,31,8
CC(=O)OCC1OC(n2c3c(cc(C#N)c2=S)CCCCC3)C(OC(C)=O)C(OC(C)=O)C1OC(C)=O (centres undefined),-1,3,-33,27,-7,-2
O=C(O)CCC(NC(=O)c1ccc(Nc2nc3ccccc3nc2C(=O)O)cc1)C(=O)O (centres undefined),0,-6,3,-2,1,-11

# Remaining list, next part:
SMILES,yeast bub3,yeast sgs1 mgt1,cln2 rad14,rad50,mlh1 rad18,yeast mec2-1
O=c1c2ccccc2n2c(-c3ccccc3O)nnc2n1-c1ccccc1,7,35,26,6,18,15
O=C(Nc1ccc(Br)cc1)OCC1CC2C=CC1C2 (centres undefined),34,80*,42,44,47,71*
CCOC(=O)NC(Nc1ccc(F)cc1)(C(=O)OCC)C(F)(F)F (centres undefined),37,30,38,24,-57,6
CC(C)OC(=O)C(C)(OC(=O)c1ccccc1)c1ccccc1 (centres undefined),19,4,-13,5,14,-15
CCOC(=O)c1c(C)cc2ccccn12,8,0,-27,-11,11,-12
OCCCCCNc1c2ccccc2nc2ccccc12,-14,-19,0,10,-31,7
O=C1C=C(Sc2ccccc2)c2nccc3c2c1nc1ccccc13,20,20,7,35,30,8
CCCCN(CCCC)CC(O)c1cc(-c2ccc(Cl)cc2)nc2cc(OC)c(OC)cc12 (centres undefined),52,100*,99*,99*,70,100*
BrCC(Br)C1OCCCO1 (centres undefined),5,38,22,18,35,18
CCc1c(CNc2ccc(Cl)c(Cl)c2)ccc2nc(N)nc(N)c12,90*,92*,90*,91*,90*,92*
O=S(=O)(O)c1ccc2c(O)cc(S(=O)(=O)O)cc2c1,14&-1,21&4,-3&-28,11&2,14&-15,-6&-7
COc1cc2c(c3c(OC)cccc13)CCC(C)(C(=O)O)C2CC(=O)O (centres undefined),12,6,-21,5,14,9
CCOP(=O)(OCC)C1=C(P(=O)(OCC)OCC)C(F)(F)C1(F)F,-1,-7,-13,-9,-6,-5
Cn1c2ccc(Cl)cc2c2ccc3c(c21)C(=O)C=CC3=O,-25,-18,14,-22,-8,-33
CCOC(=O)/C(=C\c1ccc(N(CCC#N)CCC#N)cc1)NC(=O)c1cc([N+](=O)[O-])ccc1Cl,-16,-6,-12,-44,-14,-28
COC(=O)NN=C1C(C)(C)C(=O)C1(C)C,-29,-25,6,-21,-20,-22
O=[N+]([O-])c1cccnc1N=Nc1c(O)[nH]c2ccccc12,8,15,7,35,20,4
O=C(c1ccccc1)N1CCC(Nc2nccs2)O1 (centres undefined),-8,-11,-10,-37,-2,-26
O=C(N/N=C/c1ccco1)c1ccncc1,-8,-7,-24,-3,-11,-38
N#CCc1c(F)c(F)c(F)c(F)c1F,10,14,3,7,3,6
O=[N+]([O-])c1cc(Cl)c(Cl)c(Cl)c1Cl,7,-1,15,17,31,3
COCc1ccc(C(C)(C)CC(C)(C)C)cc1,0,0,14,33,-1,8
O=C(O)c1cscc1-c1ccccc1,-12,-7,-20,2,4,0
O=[N+]([O-])c1cnccc1-n1nnc2ccccc21,38,17,23,48,-8,6
CN(C)CCCNCC(=O)Nc1ccc(S(=O)(=O)c2ccc(NC(=O)CNCCCN(C)C)cc2)cc1,30,97*,78*,95*,90*,59

# Of the compounds above, ten contain four or more nitrogen atoms.
SMILES,yeast bub3,yeast sgs1 mgt1,cln2 rad14,rad50,mlh1 rad18,yeast mec2-1
O=C1CN(c2ccccc2)C(=O)CN1NCNN1CC(=O)N(c2ccccc2)CC1=O,-10,-2,4,-27,-5,2
Clc1cnnc(Cl)c1N/N=C/c1ccco1,-7,13,-43,12,-8,0
Oc1ccc(-c2nnc(-c3ccc(O)cc3)nn2)cc1,23,21,17,11,11,17
O=C(O)CCC(NC(=O)c1ccc(Nc2nc3ccccc3nc2C(=O)O)cc1)C(=O)O (centres undefined),0,-6,3,-2,1,-11
O=c1c2ccccc2n2c(-c3ccccc3O)nnc2n1-c1ccccc1,7,35,26,6,18,15
CCc1c(CNc2ccc(Cl)c(Cl)c2)ccc2nc(N)nc(N)c12,90*,92*,90*,91*,90*,92*
CCOC(=O)/C(=C\c1ccc(N(CCC#N)CCC#N)cc1)NC(=O)c1cc([N+](=O)[O-])ccc1Cl,-16,-6,-12,-44,-14,-28
O=[N+]([O-])c1cccnc1N=Nc1c(O)[nH]c2ccccc12,8,15,7,35,20,4
O=[N+]([O-])c1cnccc1-n1nnc2ccccc21,38,17,23,48,-8,6
CN(C)CCCNCC(=O)Nc1ccc(S(=O)(=O)c2ccc(NC(=O)CNCCCN(C)C)cc2)cc1,30,97*,78*,95*,90*,59

# (cont.)
SMILES,yeast bub3,yeast sgs1 mgt1,cln2 rad14,rad50,mlh1 rad18,yeast mec2-1
CCCCCCn1ncc2c(N)ncnc21,30,-1,-4,10,-1,7
Cc1cccc(N2CC3CC4C=CC3(C2)O4)c1 (centres undefined),22,4,-15,14,13,8
CCCCCCCCCCC1OC(C)C(C)O1 (centres undefined),-6,-7,-25,0,13,-13
OCCN(CCO)c1ccc(-n2cnc3c(=S)nc[nH]c32)cc1,8,6,-44,-3,-4,-3
Cc1cccc2ccc(C(C)C)cc12,-18,-17,-21,-11,1,8
CC1=CC(=O)N(n2c(-c3ccccc3)n[nH]c2=O)C1=O,-13,-4,8,-27,5,-13
C[N+]12CC3C4CC(C3C1)C2C4 (centres undefined),14,13,1,4,8,-3
